# Screening results as filed in PubChem BioAssay.
# OPRM1-OPRD1 inv: mu-delta opioid heterodimer inverse agonism | cell-based MOR-DOR heterodimer luminescence | inhibition, % at 9.3 µM | 340,000 compounds, 0.21% hits; in the data active means inhibition above about 22%, passing the limit was not always enough;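 further: 0% = cells with DMSO and 100% = wells without cells with DMSO; values of inactives mirror those of a sister screen read the other way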
# Target sequence (P35372 whole entry, looked up): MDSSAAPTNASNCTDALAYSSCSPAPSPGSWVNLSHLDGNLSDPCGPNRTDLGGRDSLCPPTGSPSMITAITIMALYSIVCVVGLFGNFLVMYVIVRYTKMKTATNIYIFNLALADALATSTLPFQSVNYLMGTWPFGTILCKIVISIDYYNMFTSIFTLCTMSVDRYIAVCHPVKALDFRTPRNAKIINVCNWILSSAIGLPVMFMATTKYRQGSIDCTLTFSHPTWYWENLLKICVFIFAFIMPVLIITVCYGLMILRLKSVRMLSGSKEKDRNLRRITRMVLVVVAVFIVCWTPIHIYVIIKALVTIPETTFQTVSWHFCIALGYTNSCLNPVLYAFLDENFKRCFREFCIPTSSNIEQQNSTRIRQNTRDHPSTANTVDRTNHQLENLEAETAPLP
# Target sequence (P41143 whole entry, looked up): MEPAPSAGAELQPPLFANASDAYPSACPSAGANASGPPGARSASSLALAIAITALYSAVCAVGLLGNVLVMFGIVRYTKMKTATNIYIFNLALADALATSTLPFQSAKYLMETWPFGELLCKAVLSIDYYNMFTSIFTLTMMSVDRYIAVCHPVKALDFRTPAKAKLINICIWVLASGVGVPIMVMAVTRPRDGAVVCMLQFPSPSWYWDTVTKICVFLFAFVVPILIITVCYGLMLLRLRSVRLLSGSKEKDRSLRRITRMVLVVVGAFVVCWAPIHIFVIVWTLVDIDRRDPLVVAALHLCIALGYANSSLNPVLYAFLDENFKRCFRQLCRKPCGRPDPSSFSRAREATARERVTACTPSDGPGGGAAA
# HTR5A inv ctr: counter-screen for OPRM1-OPRD1 inverse agonists: human HTR5A inverse agonism; 340,000 compounds, 0.083% hits; inhibition, % at 9.3 µM; P47898; HTR5A cell line, luminescence; in the data active means inhibition mostly above about 23%, no sharp cut-off; inactive means mostly below about 18%;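 further: 0% = cells with DMSO and 100% = no-cell wells with DMSO; some compounds called inactive have numbers as strong as hits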
# E coli growth: reduces bacterial viability in AddAB counter-screen; E. coli V3065 growth, OD600 absorbance, 18 h; inhibition, % at 11.9 µM; 330,000 compounds, 0.27% hits; AID 449728;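 active means inhibition above the campaign's mean inhibition across all tested compounds plus 3 SD, cut at about 9.9% in these data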;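 further: uninfected addAB+ strain grown without phage in ampicillin broth; 0% = DMSO wells and 100% = ciprofloxacin 0.95 µg/ml wells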
# MOR-DOR ag: agonists of human mu-delta opioid receptor heterodimerization. cells, OPRM1-OPRD1 heterodimerization, luminescence. activation, % at 9.3 µM. 340,000 compounds, 0.3% hits. AID 504326; in the data active means activation above about 18%;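 further: 0% = vehicle-treated cells and 100% = reference agonist; values of inactives mirror those of a sister screen read the other way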
# PKA-R1A act: PKA-R1A complex activation; AID 504707; activation, % at 11.4 µM; PKA-R1A dissociation, Cy5-IP20 fluorescence polarization; scaled: DMSO 0%, 113 µM cGMP 100%; 340,000 compounds, 0.083% hits;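 active means percent activation above the mean of all tested compounds plus 3 SD, cut at about 19% in these data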;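 further: higher means more PKAc released from R1A so a rise in polarization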
# phage Ecoli inh: E. coli growth loss with phage present. growth absorbance. inhibition, % at 11.9 µM. 360,000 compounds, 0.26% hits; in the data active means inhibition above about 11%
# DSG3 Ab inh: blocks pemphigus antibody binding to human desmoglein-3; P32926; DSG3-coupled beads, scFv-anti-DSG3-GFP binding, flow cytometry; hits give low values; binding (percent of control), % at 10 µM; 310,000 compounds, 0.48% hits; AID 588358;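 active means binding more than 3 SD below its plate's average and above zero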;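 further: hits lower antibody fragment binding to DSG3; some compounds called inactive have numbers as strong as hits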
# AddAB inh: less growth of phage-infected E. coli with AddAB; E. coli expressing H. pylori AddAB, absorbance growth; inhibition, % at 11.9 µM; 330,000 compounds, 0.29% hits; in the data active means inhibition above about 12%;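 further: 0% = vehicle wells of infected cells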
# HTR5A ag: HTR5A agonism, opioid heterodimer counter-screen; P47898; HTR5A agonist assay, luminescence, cell-based; activation, % at 9.3 µM; 340,000 compounds, 0.61% hits; in the data active means activation mostly above about 9.5%, no sharp cut-off; inactive means mostly below about 7.6%;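 further: 0% = cells with vehicle only and 100% = reference agonist; strong numbers were not always called active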
# PfHsp90 yeast 2: reduces growth (ATP signal) of yeast expressing P. falciparum Hsp90 | S. cerevisiae expressing PfHsp90, BacTiter-Glo ATP, 48 h; yeast lacking PDR1 and PDR3 efflux regulators | inhibition, % at 9.4 µM | 310,000 compounds, 0.32% hits;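 active means every replicate shows inhibition above about 80%, whatever the replicate mean, limit read from the data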;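 further: 0% = DMSO neutral controls and 100% = 20 µM radicicol positive controls; yeast relying on Plasmodium falciparum Hsp90 in place of its own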
# SUMO Mot1 rescue: inhibitors of SUMOylation pathway: yeast Mot1-301 growth rescue; 320,000 compounds, 1% hits; growth rescue, % at 18.8 µM; S. cerevisiae Mot1-301 growth rescue, ATP luminescence, 38.5C; percent above DMSO median, 100 means doubled;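 active means every valid replicate shows activation above 250% relative to neutral control wells; inactive means the rest, any valid replicate at or below 250%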;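 further: OY570 slx delta 5 strain wells were the positive control but not used for scaling; some compounds called inactive have numbers as strong as hits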
# Starred values were filed as active, the others as inactive; . = not tested or not shown.
no.	molecule	OPRM1-OPRD1 inv	HTR5A inv ctr	E coli growth	MOR-DOR ag	PKA-R1A act	phage Ecoli inh	DSG3 Ab inh	AddAB inh	HTR5A ag	PfHsp90 yeast 2	SUMO Mot1 rescue
1	COC(=O)c1cccc(NC(=O)c2ccc3c(c2)C(=O)N(Cc2cccnc2)C3=O)c1C	14	5	-1.5	-2.8	6	0.4	103	2.4	4	10	-1
2	Cc1ccc(C)c(Nc2c(F)c(F)c(F)c(F)c2C(=O)O)c1	8	-1	0.8	-1.5	-10	5.3	99	2.8	0	24	16
3	COCc1[nH][nH]c(=O)c1C=Nc1ccccc1	20	3	-1.3	-4.0	-1	1.4	.	0.2	4	-7	-15
4	O=C(CN1C(=O)S/C(=C\c2cc(Cl)c(O)c(Cl)c2)C1=O)Nc1ccccc1	15	20	-1.3	-3.2	-1	2.5	103	-0.2	-5	-17	15
5	CC(=O)Oc1oc(-c2ccccc2)nc1/C=N/c1ccccn1	12	1	2.5	-2.0	1	2.0	99	-0.2	-7	19	19
6	O=C1c2ccccc2C(=O)N1c1cc([N+](=O)[O-])ccn1	12	-7	-0.6	-2.4	-1	1.0	118	0.8	2	-17	-11
7	FC(F)(F)c1ccccc1NC(=S)Nc1cccc(Cl)c1	9	7	-1.0	-1.9	13	4.4	93	0.9	-1	-6	-4
8	CC(=O)N[C@@H](C)C(=O)OC(C)C(=O)Nc1cccc([N+](=O)[O-])c1 (stereo partly specified)	5	-3	.	-1.0	-2	3.0	99	.	1	-2	.
9	Clc1ccc(OCCCn2ccnc2)c(Br)c1	17	-5	-0.4	-2.9	1	1.7	102	-0.5	2	-10	32
10	COCC1CCN(C(=O)c2cc(COc3ccc(-n4cncn4)cc3)on2)CC1	4	17	0.2	-0.7	-11	0.9	104	-0.3	3	-18	13
11	Cc1cccc([C@@H]2[C@@H]3C(=O)N(Cc4ccccc4)C(=O)[C@@H]3[C@]3(Cc4ccccc4)C(=O)N(c4ccc(C(F)(F)F)cc4)C(=O)N23)c1	2	10	0.7	-0.3	-7	0.7	101	2.8	8	-6	1
12	O=C(CCCc1ccccc1)NCc1ccc(Cl)cc1	10	-5	2.7	-2.1	-1	2.5	108	-0.7	1	8	1
13	CCN1CCN(c2ccc(S(=O)(=O)N3CCOCC3)cc2NC(=O)c2cccc([N+](=O)[O-])c2)CC1	-10	-7	-3.5	2.0	0	3.7	.	-0.8	2	-2	1
14	CCOc1cc(/C=N/NC(=O)c2nnn(-c3nonc3N)c2C)ccc1OCc1ccc(F)cc1	2	-10	-3.2	-0.3	2	2.9	101	0.3	-4	8	-3
15	CCOC(=O)C1CCN(c2c(Nc3cc(C)cc(C)c3)c(=O)c2=O)CC1	14	17	1.8	-2.7	-3	1.6	89	1.7	0	7	97
16	CCOC(=O)c1c(-c2ccccc2)nnn1-c1nc(OC)nc(N2CCOCC2)n1	11	-9	0.2	-1.9	-2	2.0	121	0.4	-2	-32	-2
17	O=C(COC(=O)c1ccccc1F)NC(=O)NC1CCCC1	3	-11	-3.2	-0.7	-4	0.9	.	-0.4	4	1	20
18	CCC(C)N1CCN(S(=O)(=O)Cc2ccccc2)CC1 (stereo unspecified)	-21	-15	-0.1	2.5	7	4.3	103	5.6	3	2	20
19	O=[N+]([O-])c1ccc(CNC2CCCc3ccccc32)cc1 (stereo unspecified)	3	2	-2.4	-0.6	-1	4.2	100	1.4	4	12	-1
20	S=C1NCCOCCNC(=S)NCCOCCOCCN1	2	-12	1.8	-0.3	-10	1.3	83	3.4	5	1	-5
21	COc1cc2c(cc1OC)CN(C(=O)COc1ccc(C)c(C)c1)CC2	5	-2	-2.2	-0.8	-6	1.4	108	2.6	2	-6	-6
22	O=C(NCCc1nnc2ccc(N3CCCCCC3)nn12)c1ccccc1	17	10	-2.7	-5.2	-8	2.8	107	-0.3	2	-6	-10
23	CCN(CC)/C(Sc1ccccc1)=C(/C(Cl)=C(Cl)Cl)[N+](=O)[O-]	-13	1	-0.5	1.8	-7	2.9	107	1.1	0	-8	4
24	O=C1/C(=C/c2ccc(F)cc2)SC(=S)N1CCCC(=O)N1CCCCC1CCO (stereo unspecified)	-14	-28	0.1	2.8	-3	1.1	104	0.3	2	30	0
25	CCCCCn1c(CNC(=O)CC)nc2ccccc21	5	-13	0.8	-0.8	11	4.8	101	1.8	-1	-12	-17
26	Cc1ccc(C(=O)OCC(=O)Nc2ccccc2)cc1S(=O)(=O)N1CCCCC1	5	-27	2.6	-1.3	-4	0.7	98	3.1	11	6	-17
27	O=C(COC(=O)CNS(=O)(=O)c1ccc(Br)cc1Cl)NC1CC1	6	-34	-0.6	-0.9	-4	-0.1	98	-1.6	13	-22	-1
28	O=C(CNS(=O)(=O)c1cccs1)NCCc1ccc(Cl)cc1	-2	-10	2.6	0.2	-6	3.3	117	3.6	3	3	16
29	CCCCOC(=O)c1ccc(OC(=O)c2cccnc2)cc1	10	-6	-2.9	-1.5	3	5.9	.	3.6	4	31	8
30	Clc1cccc(NCc2nnc(SCc3ccccc3)o2)c1	-23	-11	-1.5	3.8	8	4.2	107	3.3	-2	-1	117
31	O=C(NCC(c1cccs1)N1CCOCC1)c1ccc(Br)o1 (stereo unspecified)	6	2	0.1	-1.4	2	0.5	98	2.6	3	-22	-12
32	CC(C)(CNC(=O)CO/N=C1/C=C2CCC3C(C(O)C[C@@]4(C)C3CC[C@]4(O)C(=O)CO)[C@@]2(C)CC1)C(O)C(=O)O (stereo partly specified)	3	9	0.1	-0.6	8	1.1	85	1.7	-3	-3	86
33	COc1ccc(/C=C/C(=O)O)cc1S(=O)(=O)NC1CCS(=O)(=O)C1 (stereo unspecified)	7	15	-1.7	-1.6	5	2.9	97	-0.2	-6	4	1
34	COCCOC(=O)C1=C(C)NC(=O)NC1c1cccc2ccccc12 (stereo unspecified)	-3	-5	0.5	0.6	7	2.2	124	5.0	1	0	-11
35	CC(C)NC(=O)c1ccccc1NC(=O)CS(=O)(=O)Cc1ccccc1	0	8	1.4	0.1	-1	3.4	102	-0.3	3	-15	-4
36	O=C1CCC2(CCCCC2)N1	-5	1	.	1.0	-4	-1.3	127	.	0	-20	.
37	COc1cccc(C(=O)NCC(=O)NNc2ncnc(N)c2[N+](=O)[O-])c1	11	12	0.4	-2.4	1	1.8	.	-0.8	0	-23	3
38	CCOC(=O)c1cnc(SC)nc1Sc1ccccc1Cl	3	0	0.2	-0.6	7	1.5	100	0.6	0	-2	4
39	COCCNC(=O)CCCn1c(=O)c2ccccc2n(Cc2ccccc2C#N)c1=O	-6	-1	0.5	1.4	-6	-0.2	88	-1.3	0	8	8
40	Cc1cc(SCC(=O)OC/C(O)=C(\C#N)c2nc3ccccc3[nH]2)c(C)cc1Br	-21	-9	-1.0	4.0	-7	-2.1	105	-2.5	3	-2	4
41	COc1ccc(C(=O)OCc2cc3cccc(C)c3[nH]c2=O)cc1	-23	-3	0.1	4.3	-6	4.2	92	0.2	1	1	-3
42	Cc1nc2sc(C(c3ccc(F)cc3)N3CCOCC3)c(O)n2n1 (stereo unspecified)	9	14	-0.2	-1.4	0	0.0	88	3.6	3	10	-6
43	COc1ccccc1-c1ccc(/C=N/O)o1	.	.	-2.2	.	.	3.9	108	1.1	.	.	82
44	CC(C(=O)Nc1ccccc1-c1ccccc1)N1CCN(C(=O)c2ccccc2)CC1 (stereo unspecified)	11	-34	-0.6	-2.1	-1	2.3	96	3.6	1	-21	439
45	COc1cc(S(=O)(=O)N2CCOCC2)ccc1NC(=O)COC(=O)C12CC3CC(CC(C3)C1)C2	11	-10	-0.9	-2.0	5	0.6	105	0.0	4	14	-6
46	Cc1ccc(O)c(C(=O)c2cnc3c(c2)c(C)nn3C)c1	8	-20	1.8	-1.2	9	0.4	94	5.1	7	-18	-1
47	O=C(O)c1ccccc1NS(=O)(=O)c1ccc2c(c1)OCCO2	1	7	-3.1	-0.3	-9	2.4	97	-0.9	4	-21	-3
48	Cc1ccc2c(Cl)c(C(=O)Nc3ccc4c(c3)OCO4)sc2c1	-11	-28	0.3	2.1	-2	3.7	105	4.0	8	8	-21
49	O=C(NC1CCCCC1)C(c1ccco1)N(Cc1ccco1)C(=O)c1ccco1 (stereo unspecified)	-8	-1	-2.2	1.4	-1	0.5	103	-0.4	-1	30	-6
50	C=CCn1c(SCC(=O)Nc2cc(C)on2)nc2c([nH]c3ccccc32)c1=O	-11	-15	3.6	2.2	-11	0.9	104	2.5	6	-20	3
51	COc1ccc(-n2nnnc2SCC(=O)N2C(C)CCCC2C)c(OC)c1 (stereo unspecified)	3	-2	2.7	-0.6	1	-0.6	102	1.8	1	12	6
52	COc1ccc(N2C(=O)CC(Sc3n[nH]c(-c4cccc(C)c4)n3)C2=O)cc1 (stereo unspecified)	.	.	0.7	.	.	1.3	98	1.1	.	.	78
53	COc1ccc(-c2nc(N)sc2C2(O)C(=O)Nc3c(Br)cc(F)cc32)cc1OC (stereo unspecified)	1	5	-1.8	-0.1	-3	0.9	100	0.8	3	-2	2
54	O=C(NCCCCc1ccccc1)c1ccc(F)cc1	5	-25	2.1	-1.1	-15	6.2	102	7.1	3	18	12
55	O=C(NCc1ccncc1)Nc1ccc(Cl)cc1Cl	4	-8	1.6	-0.8	-2	3.5	82	1.7	6	2	.
56	Cc1cc(N/N=C\c2ccccc2)nc(-c2ccccc2O)n1	-72	17	0.9	11	-19	1.8	102	1.1	2	10	13
57	CC1(C)Cc2nc(-c3ccccc3)nc(NNC(=O)c3ccco3)c2CO1	8	-10	1.9	-1.6	-15	-0.3	115	-0.5	-2	10	19
58	COc1cc(O)oc1C=Nc1ccc(Cl)cc1Cl	20	-4	-1.6	-3.8	-13	1.1	.	3.0	2	.	.
59	Cc1ccc(C(=O)Nc2ccccc2)cc1S(=O)(=O)N1CCN(C)CC1	6	-4	-1.0	-1.1	-8	2.1	107	4.0	2	10	3
60	CC(=O)Nc1sc(/C(C#N)=C\c2cccc(Cl)c2)nc1-c1ccc(C)cc1	-13	14	1.8	3.0	0	3.8	102	-1.3	5	-11	-9
61	N#CCCNCC1(c2ccccc2)CCCC1	10	-11	-0.7	-2.5	3	1.7	109	5.0	2	14	6
62	COc1ccc(C(CNc2ccc(S(=O)(=O)N3CCCC3)cc2[N+](=O)[O-])N2CCCC2)cc1 (stereo unspecified)	6	8	-4.3	-1.1	0	3.2	105	-3.0	1	5	-5

# Copied from above: compounds 61 to 62
no.	molecule	OPRM1-OPRD1 inv	HTR5A inv ctr	E coli growth	MOR-DOR ag	PKA-R1A act	phage Ecoli inh	DSG3 Ab inh	AddAB inh	HTR5A ag	PfHsp90 yeast 2	SUMO Mot1 rescue
61	N#CCCNCC1(c2ccccc2)CCCC1	10	-11	-0.7	-2.5	3	1.7	109	5.0	2	14	6
62	COc1ccc(C(CNc2ccc(S(=O)(=O)N3CCCC3)cc2[N+](=O)[O-])N2CCCC2)cc1 (stereo unspecified)	6	8	-4.3	-1.1	0	3.2	105	-3.0	1	5	-5
